BAZ2B block = qHTS Assay for Inhibitors of BAZ2B; Bromodomain adjacent to zinc finger domain protein 2B (Homo sapiens), Q9UIF8; AlphaScreen BAZ2B-H3K14Ac peptide displacement; Potency, µM (top dose mostly 114 µM), for the others: at the highest dose activity change, negative = inhibition, most hits filed as inhibitors; hit rate 4.4% among 360,000; AID 504333, 2011; also: % is scaled to controls: 0 for no effect and ±100 for the full control effect; nearly all actives have a fitted effect of over 60% in size
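BAZ2B (50 nM) with biotin-H3(5-23)K14Ac peptide (50 nM) in PBS pH 7.4, 0.01% Tween-20, preformed 30 min, then compound 30 min at room temperature; top concentration 110uM. AlphaScreen streptavidin donor/nickel chelate acceptor beads (10 ug/mL final), 20 min dark, signal read.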
Pin1 inhibitor = qHTS Assay to Find Inhibitors of Pin1 | Peptidyl-prolyl cis-trans isomerase NIMA-interacting 1 (Homo sapiens), Q13526 | Pin1 FP peptide displacement, HiFluor488, 10 min | Potency, µM (highest dose often 115 µM), inactives show at the top dose activity, negative = inhibition, actives largely listed as inhibitors | hit rate 0.009% among 390,000 | AID 504891, 2011; active = well fitted inhibition curve with a large enough effect in the polarisation, with a control signal flat, not every such curve was filed as active; inconclusive = small, poorly fitted or top-dose-only effect, or effect the other way, or a change in a side signal; inactive = no such curve, though single readings can be large or run the other way; the % refers to the polarisation; also: % is scaled to controls: 0 for no effect and ±100 for the full control effect
JMJD2A Tudor inh = qHTS Assay for Inhibitors of JMJD2A-Tudor Domain. Lysine-specific demethylase 4A (Homo sapiens), O75164. AlphaScreen JMJD2A-Tudor / H3K4me3 peptide binding. hit rate 4.4% among 390,000. Potency, µM (highest dose often 114 µM), for inactives: top-dose activity change, negative = inhibition, usual class: inhibitors; also: % is scaled to controls: 0 for no effect and ±100 for the full control effect; nearly all actives have a fitted effect of over 50% in size
Target sequence (O75164 whole entry, looked up, the tested form may be a part): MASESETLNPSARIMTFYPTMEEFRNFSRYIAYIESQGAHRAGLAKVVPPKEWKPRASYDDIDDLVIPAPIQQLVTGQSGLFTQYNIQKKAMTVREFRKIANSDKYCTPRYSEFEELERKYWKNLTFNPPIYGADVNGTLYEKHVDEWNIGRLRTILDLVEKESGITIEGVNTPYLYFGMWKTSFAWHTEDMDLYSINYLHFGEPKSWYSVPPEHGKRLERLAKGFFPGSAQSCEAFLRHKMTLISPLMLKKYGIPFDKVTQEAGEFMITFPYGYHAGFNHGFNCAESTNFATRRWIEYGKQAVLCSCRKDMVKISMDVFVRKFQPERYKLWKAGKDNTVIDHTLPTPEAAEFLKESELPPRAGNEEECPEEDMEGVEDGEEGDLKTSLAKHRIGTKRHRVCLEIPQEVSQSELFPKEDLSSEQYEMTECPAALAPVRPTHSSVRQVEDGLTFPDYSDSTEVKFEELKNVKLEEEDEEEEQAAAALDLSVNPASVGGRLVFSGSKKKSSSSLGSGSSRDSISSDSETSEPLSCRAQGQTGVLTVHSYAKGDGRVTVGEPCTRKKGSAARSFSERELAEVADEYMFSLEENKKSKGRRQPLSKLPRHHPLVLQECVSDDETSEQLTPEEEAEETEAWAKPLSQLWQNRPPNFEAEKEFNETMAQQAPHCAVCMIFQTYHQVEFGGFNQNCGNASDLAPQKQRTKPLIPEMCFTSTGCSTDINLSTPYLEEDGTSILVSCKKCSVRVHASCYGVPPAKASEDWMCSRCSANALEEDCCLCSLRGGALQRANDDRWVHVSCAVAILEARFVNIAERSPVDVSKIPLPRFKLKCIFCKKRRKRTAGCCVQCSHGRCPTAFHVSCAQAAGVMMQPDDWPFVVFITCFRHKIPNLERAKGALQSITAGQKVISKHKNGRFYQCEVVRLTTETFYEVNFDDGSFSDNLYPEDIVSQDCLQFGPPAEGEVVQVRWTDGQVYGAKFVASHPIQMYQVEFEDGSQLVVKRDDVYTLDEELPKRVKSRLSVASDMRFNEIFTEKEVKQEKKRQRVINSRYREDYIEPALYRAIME
BLM helicase inh = qHTS Assay for Inhibitors of Bloom's syndrome helicase (BLM). RecQ-like DNA helicase BLM (Homo sapiens), P54132. Potency, µM (highest dose often 56.1 µM), inactives show at the top dose activity change, negative = inhibition, usual class: inhibitors. hit rate 0.2% among 350,000. recombinant BLM DNA unwinding, fluorescence dequenching;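 also: plate controls were vehicle for no effect and no enzyme for full effect; nearly all actives have a fitted effect of over 35% in size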
G9a inh = qHTS Assay for Inhibitors of Histone Lysine Methyltransferase G9a | G9a H3K9 monomethylation, AlphaScreen, 2 h | Histone-lysine N-methyltransferase EHMT2 (Homo sapiens), Q96KQ7 | AID 504332, 2011 | Potency, µM (top dose mostly 102 µM), for inactives: at the highest dose activity, negative = inhibition, usual class: inhibitors | hit rate 8.8% among 350,000; also: % is scaled to controls: 0 for no effect and ±100 for the full control effect; nearly all actives have a fitted effect of over 75% in size
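G9a (20 nM) preincubated 15 min RT with compounds, then 500 nM biotinylated H3K9 peptide and 20 uM SAM added; 2 h RT reaction. Monomethyl-H3K9 product detected by AlphaScreen with anti-H3K9me1 antibody, streptavidin donor and anti-rabbit IgG acceptor beads.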
Tb PGK inh = qHTS Assay to Find Inhibitors of Phosphoglycerate Kinase. Phosphoglycerate kinase, glycosomal (Trypanosoma brucei brucei), P07378. PGK/GAPDH coupled, Kinase-Glo luminescence, 60 min. Potency, µM (top dose mostly 57.5 µM), for the others: at the highest dose activity change, negative = inhibition, hits mostly inhibitors. hit rate 0.043% among 380,000. AID 602233, 2012; also: % is scaled to controls: 0 for no effect and ±100 for the full control effect; nearly all actives have a fitted effect of over 60% in size
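Luminescent ATP detection (Kinase-Glo Plus) follows a 60-minute room-temperature incubation, with wells lacking PGK as controls. Buffer: 100 mM TEA (pH 7.6), 5 mM MgCl2, 0.01% Tween-20. Coupling enzyme GAPDH (100 nM final) supplies unstable 1,3-BPG in-well.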
GLS inhibitor = qHTS for Inhibitors of Glutaminase (GLS); Potency, µM (highest dose often 45.5 µM), without a hit: at the highest dose activity change, negative = inhibition, hits mostly inhibitors; Glutaminase kidney isoform, mitochondrial (Homo sapiens), O94925; GLS enzymatic activity, qHTS titration; hit rate 0.21% among 410,000; also: % is scaled to controls: 0 for no effect and ±100 for the full control effect
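hKGA in 45 mM KH2PO4 (pH 8.2), 0.02% Tween-20 with compound, then 1mM L-Glutamine (stock as added) plus glutamate oxidase/HRP/Amplex red coupling mix. Fluorescence read initially and after 30 min at RT; signal change reflects glutamate formation.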
Pol iota inh = qHTS for Inhibitors of Polymerase Iota; DNA polymerase iota (Homo sapiens), Q9UNA4; hit rate 1% among 390,000; Pol iota fluorescent replication assay, 10 min; AID 588590, 2011; Potency, µM (top dose mostly 115 µM), inactives show top-dose activity, negative = inhibition, hits mostly inhibitors
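Fluorescent replication assay read twice, at 0 min and 10 min after adding 50 nM (final) substrate. Enzyme (10 nM) and compounds were first incubated 15 min at room temperature; enzyme-free buffer wells were negative controls.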
HP1b binding inh = HTS for Inhibitors of HP1-beta Chromodomain Interactions with Methylated Histone Tails; Chromobox protein homolog 1 (Homo sapiens), P83916; AlphaScreen HP1-beta / biotin-H3K9me3 peptide binding; Potency, µM (highest dose often 114 µM), without a hit: at the top dose activity change, negative = inhibition, actives largely listed as inhibitors; hit rate 0.56% among 390,000; AID 540317, 2011; also: nearly all actives have a fitted effect of over 70% in size; inactives centre near 23
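HP1-beta protein (50 nM final) preincubated 30 min at room temperature with biotinylated H3(1-18)K9me3 peptide (50 nM) in PBS pH 7.4, 0.01% Tween-20, then compound added for 30 min. AlphaScreen streptavidin donor/nickel chelate acceptor beads (10 ug/mL final), 30 min dark, luminescence read.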
Numbers without * were called inactive; i = inactive; ? = inconclusive; / = not tested or not shown; & = joins results of further samples; [ ] = another dose, or the depositor's remark. Unless noted, calls follow the shape of the dose curve; as a rule, active = well fitted curve in the direction sought with a large enough effect; inconclusive = small, poorly fitted or top-dose-only effect, or another doubt; inactive = no such curve, though single readings can be large; an effect the other way counts as inactive or inconclusive. Potency is read from the fitted curve at half-maximal effect.

The line under a structure holds: BAZ2B block, Pin1 inhibitor, JMJD2A Tudor inh, BLM helicase inh, G9a inh, Tb PGK inh, GLS inhibitor, Pol iota inh, HP1b binding inh
> COC(=O)N/N=C/c1cn(CCCOc2ccccc2)c2ccccc12
  ?, -2%, ?, -1%, -17%[59 µM], -7%, 15%, -13%, -8%
> Cn1c(NC(=O)c2cc(-c3ccc4c(c3)OCO4)nc3ccccc23)cc(=O)n(C)c1=O
  -7%, -5%, -8%, -2%, -7%, i, -11%, -3%, 27%
> COc1ccc(N2C(=O)[C@H]3[C@@H](C2=O)C2c4ccccc4C=NN2[C@H]3C(=O)C(C)(C)C)cc1 (stereo not given in full)
  ?, -10%, -10%, -3%, /, -3%, 0%, 8%, 21%
> COc1ccc(-c2nc(-c3cccc(C)c3)nc(N3CCN(C)CC3)c2C#N)cc1
  -7%[57.1 µM], ?, -19%, -3%, 79µM*, 2%, 5%, 11%, 9%
> CCOC(=O)C(=CNc1ccc2c(c1)c1ccccc1n2CC)C(=O)OCC
  51%[activator], 0%, 68%[activator], -15%, 151%[activator], -7%, 0%, 12%, 108%[activator]
> NCCSSCCN
  -12%, -8%, -6%, -6%&1%, 22µM*, 9%, 0%, 4%[58.9 µM], 13µM*
> CCn1ncc(S(=O)(=O)Nc2cc(Cl)ccc2C)c1C
  8%, -3%, 0%, -3%, 43%, -3%, -2%, -29%, 25%
> O=C(Cc1c(F)cccc1Cl)NNC(=O)c1ccc(Br)s1
  /, 15%, 10%, /, /, -8%, 15%, -8%, 35%
> O=C(NCc1nnc(SCc2ccc(C(F)(F)F)cc2)n1-c1ccccc1)C12CC3CC(CC(C3)C1)C2
  -12%, -6%, -21%, -15%, ?, i, 11%, 20%, ?
> COc1ccc(CNC(=O)CNC(=O)c2ccc(C(C)(C)C)cc2)cc1OC
  -8%, 2%, -9%, -2%, 5%, -6%, 1%, ?, 31%
> O=C(O)CCc1nc2cccnc2n1Cc1ccccc1
  2%, 0%, -1%, -4%, 9%[59 µM], -2%, -10%, 7%[58.9 µM], 40%[activator]
> O=C(Cn1c(=O)n(-c2ccc(F)cc2)c(=O)c2sccc21)NC1CCCCC1
  -6%, -3%, -11%, -1%, 7%[59 µM], -4%, 0%, 17%, 25%
> CCOC(=O)c1cc(-c2ccc(/C=N\n3cnnc3)o2)ccc1Cl
  -6%, 3%, -33%, 1%, -8%[59 µM], 5%, 6%, 0%, 3%
> CC(=O)NC(c1ccc(C)cc1)c1cc(Cl)c2cccnc2c1O (stereo not given)
  0%, 16%, -29%, -6%, -1%[59 µM], i, -4%, 36%[activator], 33%
> O=C(c1ccco1)N1CCN(Cc2nnc(-c3ccccc3)o2)CC1
  -1%, 2%, -7%, -2%, 101%[activator], -11%, 5%, 14%, 13%
> O=C1CSC(c2ccc(Cl)cc2Cl)N1c1ccccn1 (stereo not given)
  1%, -5%, 12%, -1%, 4%, i, 3%, 19%, 70%[activator]
> O=C(COc1ccc(Br)cc1Cl)N1CCN(c2ncccn2)CC1
  13%, -9%, -19%, /, -1%[2.33 µM], i, -8%, 11%, 28%
> COc1ccc(CC(CC(=O)O)C(=O)Nc2ccc(Cl)c(Cl)c2)cc1 (stereo not given)
  3%, -12%, 8.9µM*, 1%, 6%, -2%, -9%, -6%, 1%
> Cc1ccc(Cl)cc1N1CCN(C(=O)Cc2csc(Nc3nc(=S)[nH]c4ccccc34)n2)CC1
  2%, 8%, -17%, -2%, 32%[activator], 0%, -10%, 72%[activator], 28%
> COc1ccc(C(=O)N2CCN(c3ccc(NC(=O)c4ccco4)cc3)CC2)cc1
  13%, -5%, 1%, 0%, 98%[activator], 3%, -9%, -2%, 28%
> CCC(=O)N1CCN(c2ccccc2NC(=O)COc2ccc(C(C)C)cc2)CC1
  -15%, 1%, -16%, -5%, 24%, i, -6%, 30%, 30%
> COc1cc(C(=S)N2CCOCC2)cc(OC)c1OC(=O)Cc1ccc(F)cc1
  ?, -8%, 79µM*, -4%, 3.2µM*, i, 21%, 336%[activator], ?
> CCOc1cccc(C(=O)Nc2ccc3c(c2)OCCO3)c1
  ?, -9%, -1%, -1%, /, -8%, -22%, 99%[activator], 22%
> CCN(CC(=O)Nc1c(F)cccc1F)C(=O)c1ccc(N2CCOCC2)c([N+](=O)[O-])c1
  ?, -8%, -1%, /, 1%[0.501 µM], -4%, -2%, 16%, 26%
> CCOC(=O)C1(Cc2ccc(OC)cc2)CCN(C(=O)CN2CCOC2=O)CC1
  -3%, 3%, 3%, -2%, 9%, -6%, 2%, 7%, 42%[activator]
> COc1ccc(N/N=C(/Oc2ccc([N+](=O)[O-])cc2)C(C)=O)cc1
  ?, -2%, -26%, -2%, ?, 1%, 11%, 1%, -20%
> Cc1ccc(-n2c(O)c(C=NC3CCS(=O)(=O)C3)c3ccccc3c2=O)c(C)c1 (stereo not given)
  -16%, 2%, -9%, -2%, -3%, i, -10%, 23%, 8%
> COc1ccc(CN2C(=O)c3cccnc3C2=O)cc1S(=O)(=O)N1CCCCC1C (stereo not given)
  ?, -4%, -7%, 0%, -8%, 6%, 17%, -6%, 32%
> Cc1cc(NC(=O)C(C)SCC(=O)Nc2ccccc2N2CCCCC2)no1 (stereo not given)
  -18%, 0%, -23%, /, -47%, -2%, 24%, 13%, -4%
> CCC1(c2ccccc2)NC(=O)N(CC(=O)NCC2COc3ccccc3O2)C1=O (stereo not given)
  6%, -2%, -15%, /, -5%, 3%, -4%, 26%, 19%
> Cc1cccnc1-n1c(CCN2C(=O)c3ccccc3C2=O)nc2ccccc2c1=O
  -33%, -5%, -2%, 2%, ?, -6%, -3%, 22%, 14%
> CC(C)C1C(=O)Nc2ccc(S(=O)(=O)NCc3ccc(Cl)cc3)cc21 (stereo not given)
  5%[57.1 µM], -3%, -19%, 1%, -5%[59 µM], -4%, -7%, -18%, -5%
> CC(=O)Nc1ccc(S(=O)(=O)Nc2nc3n(n2)C(c2ccccc2)C=C(c2ccc(Cl)cc2)N3)cc1 (stereo not given)
  -2%, ?, 9%, 0%, -33%[59 µM], -13%, ?, -15%, 80%[activator]
> CCCC(=O)C1=C(O)C(C(=O)OC)C(C)(C)CC1=Nc1cccc2ccccc12 (stereo not given)
  11%, -2%, 0%, -13%, ?, 1%, 6%, 18%, 35%
> OC(CN1CCOCC1)CN(c1ccccc1)c1ccccc1 (stereo not given)
  2%, -1%, -34%, -1%, ?, i, 19%, 39%[activator], 12%
> O=C(COC(=O)c1cncc(Br)c1)Nc1nc(-c2ccc(F)cc2)cs1
  2%, ?, 5%, -3%, -4%, -6%, 19%, 23%, 12%
> COc1ccc(CNC(=O)CCCn2nc(C)c3c(C)n(-c4ccccc4)nc3c2=O)cc1
  5%&-3%, 0%&3%, -6%&1%, 1%&0%, 13%, 9%&-1%, 0%&3%, 18%&13%, 51%&35%[activator]
> COc1ccc(C2C(C#N)=C(N)OC3=C2C(=O)CCC3)cc1OC (stereo not given)
  -19%, 23%, -6%, -1%, -2%, -2%, 5%, 35%[activator], 29%
> Cc1cc(C)c2nc(-c3ccccn3)cc(C(=O)n3cccn3)c2c1
  -6%, 2%, -17%, -2%, -10%[59 µM], -4%, 2%, 20%, 45%[activator]
> Cc1ccc(S(=O)(=O)CCC(=O)NCCC2=CCCCC2)cc1
  -5%, -3%, -13%, /, -2%, -7%, 0%, 47%[activator], -5%
> COc1ccccc1CNC(=O)c1cnn2c(C(F)F)cc(C)nc12
  4%, 5%, -2%, -2%, 3%[59 µM], -2%, ?, 3%, 13%
> O=C(NC1CCS(=O)(=O)C1)c1cn(-c2ccccc2)nc1-c1ccccc1 (stereo not given)
  -2%, -6%, 5%[11.4 µM], -2%, -6%, -2%, 12%, -3%, -15%
> CC(=O)N/C(=C\c1ccc(F)cc1)C(=O)NC(Cc1ccccc1)C(=O)O (stereo not given)
  -12%, -3%, -11%, -1%, /, -10%, 3%, 21%, 33%
> COc1cc(NC(=O)CN2CCC(C(N)=O)(N3CCCCC3)CC2)c(OC)cc1Cl
  -5%, 29%, -11%, -5%, -5%[12.7 µM], 9%, 13%, 65%[activator], 26%
> Cc1cc(=O)[nH]c(SCCc2ccccc2)n1
  -2%, -6%, -18%, -5%, 1%[59 µM], i, 9%, 9%, 25%
> CN1CCN(CCCNC(=O)c2ccc3c(=O)n(CCc4ccccc4)c(=O)[nH]c3c2)CC1
  8%, ?, -20%, -7%, 5%, -9%, 0%, 18%, 21%
> O=C(N/N=C/c1ccc(Cl)cc1)c1ccc2c(c1)OCO2
  -12%, 14%, -26%, -13%, 2%, -3%, 2%, 79µM*, 24%
> COc1ccc(C(=O)n2nnc3ccccc32)cc1Br
  ?, 0%, -6%, 7%, ?, i[11.5 µM], 31%[activator], -4%, 40%
> CCCC(=O)O[C@@H]1C[C@@H](C)N(C(=O)c2ccccc2)c2ccc(C)cc21
  7%, -1%, 5%, -10%, 23%[59 µM], -4%, 0%, 15%, 64%[activator]
> C1=C(c2ccccc2)N2CCN=C2S1
  -2%, 2%, -12%, 1%, -36%[59 µM], 2%, 14%, -10%, 21%
> COCCNC(=O)CS(=O)Cc1nc(-c2ccc(OC)cc2)oc1C (stereo not given)
  11%, -33%, ?, -2%, -5%, -7%, 1%, 41%[activator], 28%

Not all compounds are listed; count on the stated rates, not on these rows.
